Screening results (PubChem)
SENP8 block – human SENP8 protease inhibitors, primary screen, biochemical, fluorescence, Nedd8 protein substrate, uHTS; recombinant SENP8; inhibition, % at 20 µM; 360,000 tested, 0.64% active; in the data active means inhibition mostly above about 40%, no sharp cut-off; inactive means mostly below about 27%
Target sequence (Q96LD8 whole entry, looked up): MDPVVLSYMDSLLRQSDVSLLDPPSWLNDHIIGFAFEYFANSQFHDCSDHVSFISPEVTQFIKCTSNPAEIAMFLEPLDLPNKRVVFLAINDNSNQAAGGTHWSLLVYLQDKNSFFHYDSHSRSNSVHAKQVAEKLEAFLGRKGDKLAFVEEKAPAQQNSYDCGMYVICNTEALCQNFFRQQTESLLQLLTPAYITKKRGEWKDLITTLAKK
MPTP inh – mitochondrial permeability transition pore inhibitors, primary screen, biochemical, isolated mouse mitochondria, absorbance. Ca2+ swelling absorbance, 30 min. 360,000 tested, 1.4% active. AID 602449, 2012. inhibition, % at 10 µM;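 active means inhibition of 50% or more, scaled per plate between neutral and stimulator controls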;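 further: 0% = DMSO wells given calcium and 100% = 1 mM EGTA wells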
PfG6PD inh – PfG6PD enzyme inhibitors, primary screen, biochemical, fluorescence intensity, uHTS; 350,000 tested, 0.78% active; PfGluPho enzyme, NADPH resazurin-diaphorase fluorescence; inhibition, % at 20 µM; glucose-6-phosphate dehydrogenase-6-phosphogluconolactonase (Plasmodium falciparum 3D7);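 active means inhibition reaching at least a set limit at 20 µM in the primary screen, cut at about 59% in these data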;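 further: 0% = DMSO wells with substrate and 100% = DMSO wells lacking glucose-6-phosphate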
* = called active by the depositor; i = inactive. A portion of the library; the hit share may differ from the screen's.

SENP8 block	MPTP inh	PfG6PD inh	structure
-97	-0.7	48	Cc1ccc(Cc2c(-c3ccc(C)cc3)nc3ccc(Br)cn23)cc1
-106	-1.1	-4	COc1ccccc1Nc1cc(C)nc2c(C)cccc12
4	-1.2	14	COc1ccc(NC(=S)N(CCc2ccncc2)C(C)C)cc1Cl
-13	-0.6	7	Nc1ccn([C@@H]2O[C@H](CNCc3ccc(-c4cc(C(F)(F)F)ccc4Cl)o3)[C@@H](O)[C@H]2O)c(=O)n1
-15	-0.8	15	C[C@@H]1CCCCO[C@@H](CN(C)C(=O)c2ccncc2)[C@@H](C)CN([C@H](C)CO)C(=O)c2cc(N(C)C)ccc2O1
18	1.5	25	CCCCCC(=O)N1C[C@H](n2cc(COC(=O)c3ccccc3)nn2)[C@@H](O)C[C@@H]1c1ccc(Cl)cc1
2	0.1	3	COC(=O)C1(C(=O)OC)C2C(=O)C3C(C21)C3(C(=O)OC(C)(C)C)C(=O)OC(C)(C)C (configuration not stated)
8	0.6	19	O=c1[nH]c2cc([N+](=O)[O-])ccc2c2cc(Br)ccc12
6	1.2	-21	COc1ccc(OC)c(C=NN=Cc2cc(OC)ccc2OC)c1
18	1.5	-5	CC(C)(C)c1csc(NC(=O)CCS(=O)(=O)c2ccc(F)cc2)n1
-11	0.3	-6	CC(=O)c1c(C)[nH]c(C(=O)OCC(=O)c2ccc(Br)cc2)c1C
-19	0.7	7	C[C@H]1CN(CCc2ccccc2)C(=O)[C@@H]1CC(=O)Nc1ccccc1
17	0.4	12	COc1ccc(NC(=O)c2ccc(NC(=O)CN3CCN(c4ccccc4O)CC3)cc2)cc1
16	1.7	-45	CCOc1ccc(-n2c(=S)sc3c(=O)[nH]c(SCC(=O)NC4CCCCC4)nc32)cc1
8	3.0	1	COc1ccc(CCNC(=O)c2ccc(CS(=O)(=O)Cc3ccc(C)cc3)o2)cc1OC
6	0.3	-8	Cc1nnc(SCC(=O)NC2(C#N)CCCCC2)n1N
-35	-2.1	5	COc1ccc(S(=O)(=O)N(C)[C@H]2C[C@H]3c4cc(-c5ccccc5)ccc4CCN3C(=O)[C@H]2[C@H](C)O)cc1
8	1.0	-19	CC(C)OC(=O)N(C)C[C@H]1OCc2cnnn2CCCC(=O)N([C@H](C)CO)C[C@H]1C
16	-0.4	24	Cc1ccc([C@H]2C[C@H](n3cc(COC(=O)c4ccccc4)nn3)[C@@H](O)CN2C(=O)c2cccs2)cc1
14	-0.4	-19	O=S1(=O)CCN(CCCc2ccccc2)CC1
5	-1.1	20	CC1C(=O)N(Cc2cn(Cc3ccco3)nn2)CCS(=O)(=O)N1Cc1ccc(-c2ccccc2)cc1 (configuration not stated)
-21	0.9	-2	CCOc1ccc(C(=O)N[C@H](C(=O)N2CCN(c3ncccn3)CC2)C(C)C)cc1
21	-0.7	-13	CC(=NCc1ccccc1)c1ccccc1O
17	-0.4	-11	CC(=O)Nc1cccc(C(=O)OCC(=O)NC(=O)NC2CCCC2)c1
-381	0.1	23	CC(C)C1C(=O)N(Cc2cn(CCC3OCCO3)nn2)CCS(=O)(=O)N1Cc1ccc(-c2cccc(N(C)C)c2)cc1 (configuration not stated)
-378	-0.1	-8	COc1ccc(-c2cc3nc(-c4ccccc4)cc(N4CCN(C(=O)c5ccsc5)CC4)n3n2)cc1
16	-0.6	14	COC(=O)C[C@@H]1C[C@@H]2c3cc(NS(=O)(=O)c4ccc(F)cc4)ccc3O[C@@H]2[C@H](CO)O1
2	-2.0	24	COc1ccc(N2CCN(CC(=O)Nc3ccccc3C(=O)NC(C)c3ccccc3)CC2)cc1 (configuration not stated)
14	-0.9	18	Cn1nnc(NC(=S)NC(=O)c2ccc3ccccc3c2)n1
11	-0.4	-1	COc1cc(NC(=O)COc2ccc([N+](=O)[O-])cc2)ccc1NC(=O)c1ccco1
18	0.4	-7	COc1ccc(S(=O)(=O)N2CCN(CC(=O)NC(C)c3cccs3)CC2)cc1 (configuration not stated)
19	-0.6	-1	CC(Cc1ccccc1)NC(=O)CCNNC(=O)c1ccncc1 (configuration not stated)
46*	4.2	-5	C=CCn1c(O)c(N=Nc2ccccc2[N+](=O)[O-])c2ccccc21
-1	-2.1	6	CCC1NC(=O)c2cccnc2-n2c1nc1cc(OC)c(OC)cc1c2=O (configuration not stated)
29	3.3	-6	COc1ccc(CCNCCC(c2ccccc2)c2ccccc2)cc1OC
16	-0.1	-13	CC1CCN(C(=O)c2ccc3c(c2)C(=O)c2ccccc2-3)CC1
7	-1.0	-8	COCC(C)n1c(SCC(=O)NC2CCCCC2)nc2ccccc2c1=O (configuration not stated)
-1	0.7	-21	NC(=O)Cc1ccc(OCc2nn[nH]n2)cc1
6	0.0	5	C[C@H]1CCCCO[C@@H](CN(C)S(=O)(=O)c2ccc(Cl)cc2)[C@@H](C)CN([C@@H](C)CO)C(=O)c2cc(NS(=O)(=O)c3ccccc3)ccc2O1
22	0.9	40	Cc1cccc(NC(=O)CSCC(=O)Nc2cc(C(F)(F)F)ccc2N2CCOCC2)c1
12	-1.3	0	CC1(C)Cc2cccc(OCC(=O)OCC(=O)Nc3ccc(S(N)(=O)=O)cc3)c2O1
-247	-4.1	10	CN(N=Cc1ccccc1O)c1ccc2ccccc2n1
-9	-0.1	-8	C=CCn1c(SCC(=O)N2CCC(C)CC2)nc2c([nH]c3ccccc32)c1=O
10	-1.1	-8	CCn1nnnc1-c1ccc(OC)c(S(=O)(=O)Nc2ccccc2OC)c1
12	1.9	-14	Cc1[nH]c(=O)[nH]c(=O)c1C=CC(=O)NC(CO)CS(=O)Cc1ccccc1 (configuration not stated)
16	0.1	-12	CCN(CC(=O)Nc1cccc(OC)c1)C(=O)C1CC(=O)N(Cc2ccccc2Cl)C1 (configuration not stated)
-63	0.7	4	O=C(c1ccc2ccccc2c1O)N1CCCCC1
13	-1.2	-3	O=[N+]([O-])c1cccc(S(=O)(=O)Nc2ccccn2)c1
0	-1.4	10	Cc1ccc(S(=O)(=O)N=N/C=C2\C=CC=CN2O)cc1
-4	2.1	19	Cc1ccc(S(=O)(=O)N2CC3(O)CN(C(=O)OC(C)C)N(C(=O)OC(C)C)CC3(OC(=O)NCC3CCCCC3)C2)cc1 (configuration not stated)
5	1.0	16	O=C(Cc1c[nH]c2ccccc12)N1CCN(S(=O)(=O)c2ccc(F)cc2)CC1
-12	-0.4	-2	Cc1ccccc1S(=O)(=O)N(C)C[C@@H]1OCc2cn(nn2)CCCC(=O)N([C@H](C)CO)C[C@H]1C
-299	-1.3	4	Cc1cc(N2CCN(C(=O)c3ccoc3)CC2)n2nc(-c3ccccc3)cc2n1
2	0.1	17	C[C@@H]1CCCCO[C@@H](CN(C)S(=O)(=O)c2cccs2)[C@@H](C)CN([C@H](C)CO)C(=O)c2cc(NS(=O)(=O)c3ccccc3)ccc2O1
2	0.6	-5	CCOc1ccccc1N1CCN(CC(=O)Nc2nccs2)CC1
-477	-0.6	6	Cc1cccc2cc(C#N)c(NCCNC(=O)c3ccccc3)nc12
32	-0.7	3	Cc1ccc2nc(N)nnc2c1
2	-0.2	4	O=C(c1cccs1)N1C[C@@H](n2cc(C3CC3)nn2)[C@H](O)C[C@@H]1c1ccccc1
-8	-2.0	13	CC(C)NC(=O)N(C)C[C@H]1OCCCC[C@H](C)Oc2ccc(NC(=O)NC3CCCCC3)cc2C(=O)N([C@H](C)CO)C[C@@H]1C
2	-1.0	-7	O=C(O)CCC(C(=O)O)N1C(=O)C2C3CCC(C3)C2C1=O (configuration not stated)

Continued:
SENP8 block	MPTP inh	PfG6PD inh	structure
-14	-0.6	4	CCCCCCn1c(=O)n2n(c1=O)[C@@H]1CN(S(=O)(=O)c3ccc(C)cc3)C[C@]1(O)[C@@H](OC(=O)Nc1c(C)noc1C)C2
-482	0.3	-10	c1ccc2c(c1)C1=NCCN1c1ccccc1-2
2	-0.7	-1	CCN(CC(=O)Nc1c(F)cccc1F)C(=O)c1c(-c2ccccc2Cl)noc1C
-14	-1.1	-2	CC1=C(C(=O)N2CCOCC2)CC(CC(=O)NCCN2CCOCC2)C(=O)N1Cc1ccccc1 (configuration not stated)
6	0.0	-6	CCc1ccc(CN2CCC(Oc3cc(C(=O)NC4CC4)ccc3OC)CC2)cc1
10	-1.8	-13	COc1ccc(Cl)cc1NC(=O)C1CC(c2ccccc2Cl)=NO1 (configuration not stated)
7	-0.6	7	O=C(CN1CCN(S(=O)(=O)c2ccc(Br)s2)CC1)N1CCc2ccccc21
-23	-0.4	14	Cc1sc(NC(=O)C2CC(=O)N(Cc3ccco3)C2)nc1-c1ccccc1 (configuration not stated)
6	-0.3	-2	CCN1C(=O)C(C)C=C(C)C=C1C (configuration not stated)
16	2.5	-29	CCCCC(=O)NC(c1ccc(OC)cc1)c1ccc2cccnc2c1O (configuration not stated)
3	-1.3	2	C[C@@H]1CN([C@@H](C)CO)C(=O)CCCn2cc(nn2)CO[C@H]1CN(C)S(=O)(=O)c1ccccc1
10	0.0	11	Cc1ccccc1C(=O)Nc1ccc(S(=O)(=O)NCC2CCCO2)cc1 (configuration not stated)
7	-0.2	7	CC1=C(C(=O)N(C)C)CC(CC(=O)NCCN2CCOCC2)C(=O)N1Cc1ccc(F)cc1 (configuration not stated)
16	-0.5	17	COc1ccc(CCNC(=O)CCCn2c(=S)[nH]c3cc4c(cc3c2=O)OCO4)cc1OC
13	-0.5	0	C[C@H](CO)N1C[C@H](C)[C@@H](CN(C)Cc2ccc3c(c2)OCCN3C)OCc2cnnn2CCCC1=O
4	1.8	3	CC1=C(C(=O)N(C)C)CC(CC(=O)NCc2cccc3ccccc23)C(=O)N1CCC1=CCCCC1 (configuration not stated)
6	-1.1	-2	CCCCCCn1c(=O)n2n(c1=O)[C@@H]1CN(S(=O)(=O)c3ccc(C)cc3)C[C@]1(O)[C@@H](OC(=O)NC1CC1)C2
i	-0.6	-2	N#CC(=Cc1ccnc2ccccc12)c1ccccc1
13	0.0	-2	Cc1cccc(S(=O)(=O)N(C)C[C@@H]2OCc3cn(nn3)CCCC(=O)N([C@H](C)CO)C[C@H]2C)c1
20	-1.2	-7	O=C(CCCN1CCN(c2ccccc2)CC1)c1ccc(F)cc1
9	-4.0	-17	COc1ccc(CN2C(=O)C(CC(=O)NCCN3CCOCC3)CC(C(=O)N(C(C)C)C(C)C)=C2C)cc1 (configuration not stated)
-8	-1.0	14	CC(C)C1C(=O)N(Cc2cn(CC3CCCCC3)nn2)CCS(=O)(=O)N1Cc1ccc(-c2ccc(F)cc2)cc1 (configuration not stated)
13	-1.4	22	Cc1ccc(-c2ccc(CN3C(CC(C)C)C(=O)N(Cc4cn(CC5CCCCC5)nn4)CCS3(=O)=O)cc2)cc1 (configuration not stated)
8	-0.5	-15	COC(=O)c1ccccc1NC(=O)CSc1nc2ccsc2c(=O)n1CCCCC(=O)O
13	0.7	-13	O=C(COC(=O)/C=C/c1cccc(Br)c1)Nc1ccc(Cl)cn1
30	-1.9	12	CCCn1c(SCC(=O)Nc2ccc(S(=O)(=O)N3CCOCC3)cc2)n[nH]c1=O
15	-1.2	11	CCN1CCN(c2sc(S(=O)(=O)CC)nc2S(=O)(=O)c2ccc(Cl)cc2)CC1
15	-0.3	0	C1=C\CCC2(OCCO2)C2(CC/1)OCCO2
20	-0.7	0	CCN(CC(=O)Nc1ccccc1C(F)(F)F)C(=O)c1ccc(NC(=O)c2cccs2)cc1
-3	0.9	-6	C[C@@H]1Cn2cnc(C(=O)Nc3ccc(CNC(=O)OC(C)(C)C)cc3)c2C(=O)N1
38	0.7	0	COc1ccccc1N1CCN(S(=O)(=O)CCNC(=O)CC2CCCC2)CC1
4	-0.5	4	CC1CCC(NC(=O)c2cccc(S(=O)(=O)N3CCOCC3)c2)CC1 (configuration not stated)
-18	-2.7	11	C[C@@H]1CCCCO[C@H](CN(C)S(=O)(=O)c2cccs2)[C@H](C)CN([C@@H](C)CO)C(=O)c2cc(NC(=O)NC3CCCCC3)ccc2O1

Six compounds out of the list, ordered by molecular weight, smallest number first:
SENP8 block	MPTP inh	PfG6PD inh	structure
15	-0.3	0	C1=C\CCC2(OCCO2)C2(CC/1)OCCO2
4	-0.5	4	CC1CCC(NC(=O)c2cccc(S(=O)(=O)N3CCOCC3)c2)CC1 (configuration not stated)
13	0.7	-13	O=C(COC(=O)/C=C/c1cccc(Br)c1)Nc1ccc(Cl)cn1
-3	0.9	-6	C[C@@H]1Cn2cnc(C(=O)Nc3ccc(CNC(=O)OC(C)(C)C)cc3)c2C(=O)N1
9	-4.0	-17	COc1ccc(CN2C(=O)C(CC(=O)NCCN3CCOCC3)CC(C(=O)N(C(C)C)C(C)C)=C2C)cc1 (configuration not stated)
13	-1.4	22	Cc1ccc(-c2ccc(CN3C(CC(C)C)C(=O)N(Cc4cn(CC5CCCCC5)nn4)CCS3(=O)=O)cc2)cc1 (configuration not stated)
